High-throughput results as filed in PubChem.
Coupling enz – coupling enzyme interference in Giardia aldolase counter-screen | coupling enzyme system counterscreen, AmpLite Red fluorescence | activity change, negative = inhibition, % at 58.2 µM, hits read low | 0.67% of 290,000 active; in the data active means activity change below about -30%
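Activity here indicates interference with the coupling reaction, not aldolase inhibition. Compounds at 57.5 uM final met coupling enzymes for 10 min at RT; substrate and AmpLite Red detection followed, with a 525/598 nm fluorescence read after 20 min.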
Chronic BCR inh – blocks chronic active B-cell receptor signaling; ABC-DLBCL IkBa-CBG/CBR reporter, luminescence ratio, 4 h; Potency, µM (titrated, usually from 46.1 µM), without a hit: at the top dose ratio change, negative = lower green/red ratio, most hits filed as inhibitors; 0.05% of 340,000 active; AID 493014; active means well fitted inhibition curve with a large enough effect in the signal ratio, with a control signal flat, not every such curve was filed as active; inconclusive means small, poorly fitted or top-dose-only effect, or effect the other way, or a change in a side signal; the % refers to the signal ratio;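 further: potency means the concentration at half of the fitted maximal effect; plate controls were basal doxycycline-induced cells for no effect and cells given 10 µM MG132 for full effect; MG132 reads +100%, hits lower the ratio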
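Concentration-response series (up to 46 uM) were applied to TMD8 dual-reporter cells for 4 h at 37C with doxycycline. Green/red ratio, after filter-overlap correction, defined %Activity; red signal alone was normalised to basal cells and zero luminescence.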
hERG WT inh – KCNH2 (human, wildtype) channel inhibition; U2OS, BacMam KCNH2, thallium flux FluxOr; active compounds read low; 0.37% of 340,000 active; activity change, % at 1.84 µM;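 active means maximum activity change below -70%; inconclusive means maximum activity change between -70% and -50%; inactive means maximum activity change above -50%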
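U2OS cells transduced with wild-type KCNH2 virus are loaded with FluxOr dye for 45 min, and thallium flux is measured in kinetic reads before and after stimulation buffer. Rate constants are normalized to DMSO controls.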
GALK inhibitor – galactokinase (human) inhibition | Purified GALK, Kinase-Glo residual ATP luminescence | Potency, µM (titrated, usually from 57.5 µM), without a hit: at the top dose activity change, negative = inhibition, hits mostly inhibitors | 0.007% of 270,000 active; further: potency means the concentration at half of the fitted maximal effect
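Human GALK (5 nM) with 35 uM ATP and 100 uM galactose in 20 mM HEPES pH 8.0, 5 mM MgCl2, 60 mM NaCl, 1 mM DTT, 0.01% BSA. After 1 h at room temperature, leftover ATP was read by Kinase-Glo Plus luminescence.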
Eya2 inh – Eya2 (human) phosphatase inhibition | recombinant Eya2, OMFP fluorescence dephosphorylation (OMFP is methylfluorescein phosphate) | Potency, µM (top dose mostly 76.9 µM), for inactives: at the top dose activity, negative = inhibition, usual class: inhibitors | 0.006% of 330,000 active | AID 488837; further: potency means the concentration at half of the fitted maximal effect
Target sequence (O00167 whole entry, looked up): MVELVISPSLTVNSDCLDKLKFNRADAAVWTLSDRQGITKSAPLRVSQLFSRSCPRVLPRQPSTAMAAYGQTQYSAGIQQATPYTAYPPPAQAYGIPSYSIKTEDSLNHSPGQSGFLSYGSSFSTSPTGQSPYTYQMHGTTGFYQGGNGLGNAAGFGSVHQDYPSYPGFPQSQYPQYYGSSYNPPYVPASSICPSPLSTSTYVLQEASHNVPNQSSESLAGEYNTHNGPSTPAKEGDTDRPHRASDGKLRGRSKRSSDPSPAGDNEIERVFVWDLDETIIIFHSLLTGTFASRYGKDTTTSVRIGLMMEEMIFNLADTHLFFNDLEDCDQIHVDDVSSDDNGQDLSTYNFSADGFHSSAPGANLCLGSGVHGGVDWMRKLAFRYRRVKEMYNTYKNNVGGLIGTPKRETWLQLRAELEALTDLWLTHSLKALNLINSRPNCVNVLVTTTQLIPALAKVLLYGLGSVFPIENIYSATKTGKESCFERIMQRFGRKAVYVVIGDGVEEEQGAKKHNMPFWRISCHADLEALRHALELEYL
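Eya2 (0.2 uM) preincubated 10 min at ambient with compound, then OMFP substrate added at 50 uM; 10 min reaction in 50 mM HEPES pH 7.5, 50 mM NaCl, 5 uM MgCl2, 0.05% BSA, 1 mM DTT. Fluorescence read at Ex 485/Em 525 nm.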
Giardia kill – kills Giardia lamblia; Giardia lamblia trophozoite viability; activity change, % at 7.66 µM, hits read low; 0.15% of 340,000 active; in the data active means activity change below about -80%; inconclusive means between about -30% and that limit;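 further: parasites exposed to compound for two days anaerobically before the ATP read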
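Compounds were tested on trophozoites seeded at 100 cells/well and held 48 hrs at 37 deg C anaerobically. An ATP-based luminescent kit measured the remaining live cells.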
KCNH2 3.1 inh – KCNH2 3.1 (human) potassium channel inhibition | 0.95% of 340,000 active | U2OS KCNH2 3.1, thallium flux FluxOr; active compounds read low | activity change, % (tested at about 1.8 µM);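 active means maximum activity change below -70%; inconclusive means maximum activity change from -70% to -50%; inactive means maximum activity change above -50%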;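 further: thallium influx rate constant from kinetic fluorescence after stimulation buffer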
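Thallium flux via FluxOr fluorescence (Red40 quencher, 45 min loading) in U2OS cells virally expressing the KCNH2 3.1 isoform (1.77 x 10^8 /mL virus, overnight at 37 C). Rate constants from 2-min kinetic reads post-stimulation, normalised to positive and negative controls.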
uPA generation – inhibitors of cell surface uPA generation | AID 540303 | 0.31% of 330,000 active | cell surface uPA generation assay, qHTS | Potency, µM (titrated, usually from 38.3 µM), inactives show at the highest dose activity change, negative = inhibition, hits mostly inhibitors; active means well fitted inhibition curve with a large enough effect; inconclusive means small, poorly fitted or top-dose-only effect; inactive means no such curve, though single readings can be large or run the other way; tested in mouse RAW 264.7 cells; further: potency means the concentration at half of the fitted maximal effect; nearly all actives have a fitted effect of over 55% in size
PKM2 act – increases activity of human pyruvate kinase M2 | 0.34% of 260,000 active | purified PKM2, Kinase-Glo ATP luminescence, activation; response scale: 0% is enzyme alone, no compound | P14618 | Potency, µM (series often up to 57.5 µM), for inactives: at the top dose activation, hits mostly activators; further: potency means the concentration at half of the fitted maximal effect; nearly all actives have a fitted effect of over 55% in size
Target sequence (P14618 whole entry, looked up): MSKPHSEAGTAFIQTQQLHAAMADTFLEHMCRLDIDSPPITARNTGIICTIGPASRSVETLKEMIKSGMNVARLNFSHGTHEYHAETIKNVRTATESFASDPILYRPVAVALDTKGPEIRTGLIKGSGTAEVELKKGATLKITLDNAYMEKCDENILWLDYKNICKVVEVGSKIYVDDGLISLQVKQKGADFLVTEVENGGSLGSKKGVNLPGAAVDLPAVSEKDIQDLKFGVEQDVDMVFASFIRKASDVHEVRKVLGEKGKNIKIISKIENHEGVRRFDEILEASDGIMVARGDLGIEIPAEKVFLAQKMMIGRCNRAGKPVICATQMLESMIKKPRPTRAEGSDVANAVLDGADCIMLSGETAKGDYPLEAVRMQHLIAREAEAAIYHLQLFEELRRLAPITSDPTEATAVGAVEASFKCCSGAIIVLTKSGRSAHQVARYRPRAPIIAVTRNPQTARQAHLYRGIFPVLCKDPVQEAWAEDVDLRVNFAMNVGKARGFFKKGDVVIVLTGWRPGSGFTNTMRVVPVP
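Kinase-Glo luminescence reports ATP generated from ADP (0.1 mM) and PEP (0.5 mM) by purified hPK-M2 after 1 h at room temperature, pH 7.2 imidazole buffer; intermediate enzyme activity allows detecting inhibitors and activators.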
USP2a block – USP2a (human) protease inhibition | O75604 | USP2 core, Ub-CHOP2 coupled fluorogenic reporter, 485/531 | Potency, µM (highest dose often 38.3 µM), inactives show top-dose activity change, negative = inhibition, most hits filed as inhibitors | 0.01% of 330,000 active | AID 463254;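 further: potency means the concentration at half of the fitted maximal effect; plate controls were DMSO wells for no effect and full inhibition by NEM control for full effect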
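USP2 core (10nM final) preincubated 30min RT with compound in 20mM Tris-HCl pH 8.0, 2mM CaCl2, 2mM beta-mercaptoethanol, 0.05% CHAPS; 25nM Ub-CHOP2 plus 25nM reporter substrate added, fluorescence (Ex485/Em531) read after 60min.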
B2AR arrestin – beta2AR (human) beta-arrestin recruitment activity; P07550; beta-arrestin recruitment to beta2AR, cell-based reporter; Potency, µM (top dose mostly 46.1 µM), inactives show at the highest dose activation, usual class: activators; 0.02% of 330,000 active; AID 492947;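 further: potency means the concentration at half of the fitted maximal effect; 0% = DMSO controls and full agonism = EC100 isoproterenol or metaproterenol; nearly all actives have a fitted effect of over 65% in size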
An asterisk follows results filed as active; ? = inconclusive; . = not tested or not shown; [ ] = another dose, or the depositor's remark. Unless noted, the call rests on the fitted dose curve; in most records, active means well fitted curve in the direction sought with a large enough effect; inconclusive means small, poorly fitted or top-dose-only effect, or another doubt; inactive means no such curve, though single readings can be large; an effect the other way counts as inactive or inconclusive. Unless noted, on the % scale 0 is the no-effect control and ±100 the full control effect.

SMILES	Coupling enz	Chronic BCR inh	hERG WT inh	GALK inhibitor	Eya2 inh	Giardia kill	KCNH2 3.1 inh	uPA generation	PKM2 act	USP2a block	B2AR arrestin
O=C1C(=Cc2ccco2)C(=O)c2ccccc21	-1	10%	5	2%	-2%	-13	19	0%	0%	1%	0.3%
CCOC(=O)c1cnc2nc(C)[nH]n2c1=O	-4	0%	-2	1%	14%	-11	4	4%	-1%	1%	-0.2%
O=C(Nc1ccc(C(=O)O)cc1)/C(=C\c1ccc([N+](=O)[O-])cc1)NC(=O)c1ccc(Br)cc1	6	?	13	-1%	4%	-4	8	-1%	-1%	-1%	0.1%
CCCn1c(N)c(C(=O)CSc2ncnc3sccc23)c(=O)n(C)c1=O	.	?	3	.	-37%	-1	-2	-4%	.	2%	-1.0%
CCCn1c(N)c(N(CCOC)C(=O)CSCC(=O)Nc2ccc(OC)cc2)c(=O)[nH]c1=O	.	-1%	0	.	6%	-18	14	-5%	.	1%	0.0%
CCS(=O)(=O)c1ncc(Cl)c(C(=O)Nc2ccc(S(=O)(=O)N3CCC(C)CC3)cc2)n1	-3	?	-5	0%	4%	-22	-24	-5%	25%	5%	0.3%
CCOC(=O)c1ccc(NC(=O)N2CCc3ccccc32)cc1	-2	?	-2	2%	1%	-11	3	.	-20%	2%	5.4%
CCn1nnnc1SCC(=O)NCc1cccs1	-15	10%	2	-1%	23%	10	9	-3%	-11%	-5%	-0.2%
CC(C)Oc1ccc(C(CC(=O)N(C)CCC#N)c2ccc(F)cc2)cc1 (configuration not stated)	1	1%	-17	-3%	-2%	8	-5	-2%	-1%	-1%	-0.6%
O=C(NCCCNC(=O)c1ccccn1)c1cccc(F)c1	1	1%	-8	5%	7%	-9	9	4%	.	-1%	0.3%

The last 2 compounds of the part before lead into the next:
SMILES	Coupling enz	Chronic BCR inh	hERG WT inh	GALK inhibitor	Eya2 inh	Giardia kill	KCNH2 3.1 inh	uPA generation	PKM2 act	USP2a block	B2AR arrestin
CC(C)Oc1ccc(C(CC(=O)N(C)CCC#N)c2ccc(F)cc2)cc1 (configuration not stated)	1	1%	-17	-3%	-2%	8	-5	-2%	-1%	-1%	-0.6%
O=C(NCCCNC(=O)c1ccccn1)c1cccc(F)c1	1	1%	-8	5%	7%	-9	9	4%	.	-1%	0.3%
COc1ccc(N(CC(=O)N2CCN(Cc3ccc4c(c3)OCO4)CC2)S(C)(=O)=O)cc1OC	0	4%	-7	0%	6%	-12	-12	0%	1%	4%	-0.8%
CCn1c(SCc2ccccc2)nnc1C1CCN(S(=O)(=O)c2ccc(OC)cc2)CC1	-1	5%	3	-1%	1%	-1	-14	1%	-7%	-2%	0.5%
CC(=O)c1ccc(OCc2cc(C(=O)NC(C)CCn3cccn3)no2)cc1 (configuration not stated)	2	5%	1	-4%	1%	9	-3	-24%	1%	1%	-0.1%
CCOc1ccccc1C1NC(=O)NC(C)=C1C(=O)OC1CCCC1C (configuration not stated)	1	-5%	-1	-4%	-5%	-15	10	0%	9%	0%	0.0%
COc1ccc(NC(=O)c2ccco2)cc1NC(=O)c1cc2ccccc2o1	-2	?	-3	-1%	8%	9	3	2%	-5%	-1%	-0.3%
O=c1c2ccccc2n2c(-c3cccc(F)c3)nnc2n1Cc1ccccc1	5	-4%	1	3%	-4%	0	4	-5%	-1%	-5%	0.1%
CCOC(=O)[C@@H]1[C@H]2COc3ccc(Br)cc3[C@H]2N2C(=O)N(c3ccc(Cl)cc3)C(=O)[C@]12C	.	?	-5	.	-24%	13	-2	9%	.	1%	0.1%
COc1ccccc1NC(=O)Oc1ccc(NC(=O)c2ccco2)cc1	0	?	7	4%	1%	13	5	-5%	-6%	-2%	-0.4%
CCC(C)[C@H](NS(=O)(=O)c1ccc(C)cc1)C(=O)N1CCC(C(=O)N[C@@H](Cc2ccccc2)C(=O)O)CC1 (some centres not stated)	2	1%	-4	-5%	1%	?	2	-3%	.	3%	-0.4%
COc1ccc(NS(=O)(=O)c2cn(C)cn2)c(OC)c1	0	4%	-3	-4%	2%	12	-9	-3%	-3%	2%	-1.1%
O=c1[nH]c(C2CCN(S(=O)(=O)c3cccc(Cl)c3)CC2)nc2c1nnn2Cc1ccccc1	0	5%	5	12%	-1%	2	4	-2%	7%	-12%	0.5%
Cc1cc(OCCOCCN(C)CCO)cc(C)c1Cl	3	-2%	15	-1%	3%	1	0	-6%	5%	-1%	0.2%
O=C(O)C1=C(C(=O)N2CCN(C(=O)c3ccco3)CC2)CCCC1	-9	1%	-6	2%	-1%	7	20	.	1%	-1%	3.8%
COc1ccccc1-c1oc2ccccc2c1C#CC1(N)CCCCC1	.	-2%	17	.	-15%	7	-21	-22%	.	0%	-1.6%
CS(=O)(=O)N1CCC(C(=O)Nc2ccc(F)cc2)CC1	0	0%	-6	-4%	-3%	-10	-7	-1%	-6%	1%	0.1%
CCN(CCCNC(=O)Cn1cc2c(n1)CCCC2)c1cccc(C)c1	0	0%	5	-3%	?	41[activator]	5	-5%	-10%	-1%	-0.1%
c1ccc(-n2nc3c(ccc4cnnc43)[nH]2)cc1	-21	2%	0	-1%	-2%	7	6	-3%	3%	0%	-0.7%
Cc1cc(C)nc(Nc2nc(C)c3cc4c(cc3n2)OCO4)n1	2	-12%	1	-1%	-32%	-5	-9	6%	8%	2%	0.1%
CCOC(=O)c1nnn(-c2nonc2N)c1CN1CCCCCC1	-3	5%	-12	5%	-8%	17	-6	.	-2%	1%	-0.1%
Cc1cccc(NC(=O)c2cccc(C(=O)Nc3cccc(C)c3C)n2)c1C	0	4%	11	6%	-3%	-2	-2	5%	20%	0%	3.3%
CCOC(=O)c1cccc(-n2c(-c3ccc(OC)cc3)nc3nc4ccccc4nc32)c1	3	3%	.	4%	-6%	.	.	.	-9%	-2%	-0.3%
CCC/C(=C1/c2ccccc2C(=O)N1c1ccccc1)c1cnc(OC)nc1	.	5%	.	.	20%	-24	.	-7%	.	2%	0.1%
Cc1ccc(CNC(=O)Cn2nnc(C(=O)Nc3cc(C)ccc3C)c2N)cc1	-3	5%	0	0%	-2%	1	-5	1%	.	2%	-0.4%
Cc1sc(NC(=O)CSc2nnc(COc3ccc(Cl)cc3)n2C)c(C#N)c1C	2	?	-6	2%	-7%	4	-4	2%	4%	6%	-0.6%
Cn1cnnc1SCC(=O)NNC(=O)COc1ccc(Cl)cc1	0	-2%	-15	-1%	4%	7	18	3%	-3%	-1%	0.2%
O=C(Nc1ccc(O)c(C(=O)O)c1)c1ccc2c(c1)C(=O)N(CC1CCCO1)C2=O (configuration not stated)	7	?	-13	4%	-16%	4	-12	-12%	1%	0%	-0.2%
CCOC(=O)c1c(-n2cccc2)sc2c1CCCC2=O	4	2%	2	1%	-3%	16	4	-4%	0%	1%	2.3%
COC(=O)c1ccccc1NC(=O)Cn1c(=O)oc2ccc(Cl)cc21	0	1%	-3	0%	1%	7	-16	1%	7%	6%	-0.1%
Cc1ccc(-n2ncc3c(=O)n(CC#N)cnc32)cc1C	0	?	5	-1%	-3%	-5	11	-10%	-8%	1%	0.1%
O=C(NCC1CCCCC1)c1ccc(Cl)nc1	0	10%	-25	10%	-3%	4	27	-1%	1%	5%	-0.5%
O/N=C/c1ccc2cccc(OCc3ccccc3)c2n1	2	-3%	.	-1%	5%	-7	13	8%	.	2%	-0.3%
Cc1ccc(/C=N/NC(=O)c2ccc(-n3cccc3)cc2)o1	.	0%	14	-7%	-3%	-4	-5	1%	.	0%	-0.3%
CCC(=O)c1ccc(N2CCN(C(=O)c3cccs3)CC2)c(F)c1	3	?	-8	2%	5%	-6	9	14%	-1%	2%	0.1%
Cc1cc(C)c(C#N)c(SCc2[nH]nc3c2C(c2ccc(F)cc2)C(C#N)=C(N)O3)n1 (configuration not stated)	0	10%	1	-1%	2%	10	-9	-1%	15%	3%	-0.5%
CCOC(=O)c1[nH]c2ccc(F)cc2c1NC(=O)c1ccccc1C(=O)O	-3	-14%	4	3%	0%	1	43	-1%	.	0%	0.0%
C/C=C(\C)CN1CCN(c2ccccc2)CC1	-2	11%	1	0%	23%	10	-1	2%	-8%	0%	0.0%
CCOC(=O)c1sc(NC(=O)C(CC)OC(=O)C(CC(C)C)NC(=O)c2ccccc2)nc1C (configuration not stated)	-3	-3%	1	2%	-26%	7	4	-4%	-7%	-5%	-0.8%
CCc1c(C)nc2ncnn2c1NCCc1ccc(OC)c(OC)c1	2	3%	-9	0%	1%	-7	8	.	-2%	0%	-0.5%
COc1ccc(OCCCC(=O)OC(C)C(=O)Nc2ccc(S(N)(=O)=O)cc2)cc1 (configuration not stated)	.	4%	-4	.	4%	24	15	-2%	.	1%	0.0%
CCOC(=O)N1CCC(NC(=O)C(NC(=O)C2CCC(C)CC2)C(C)CC)CC1 (configuration not stated)	3	6%	.	2%	-34%	.	.	.	4%	-1%	0.2%
